ATXN2 expr inh – ATXN2 expression inhibition. Potency, µM (highest dose often 57 µM), without a hit: top-dose activity change, negative = inhibition, most hits filed as inhibitors. 0.72% of 360,000 active. HEK-293 ATXN2-luciferase reporter, luminescence, 24 h. AID 1745845; also: potency is read from the fitted curve at half-maximal effect; % is scaled to controls: 0 for no effect and ±100 for the full control effect; nearly all actives have a fitted effect of over 55% in size
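qHTS (up to 57 uM final) was run with 24 h compound exposure of reporter cells at 37 °C. Each well was multiplexed: SteadyGlo luminescence measured ATXN2-luciferase expression after a fluorogenic Gly-Phe-AFC viability readout (25 uM final).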
KB-3-1 tox – kills parental KB-3-1 adenocarcinoma cells; KB-3-1 viability, CellTiter-Glo ATP luminescence, 72 h; Potency, µM (titrated, usually from 46.1 µM), for the others: at the top dose activity change, negative = cytotoxic, most hits filed as cytotoxic; 1.4% of 400,000 active; also: potency is read from the fitted curve at half-maximal effect; % is scaled to controls: 0 for no effect and ±100 for the full control effect; nearly all actives have a fitted effect of over 60% in size
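Viability of parental KB-3-1 cells, measured by CellTiter-Glo luminescence, followed a 72 h incubation at 37 °C with pinned compounds in phenol-red-free DMEM containing 10% FBS.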
IL1B secr inh – blocks inflammasome-driven IL-1 beta release; 4.7% of 360,000 active; AID 743279; activity change, % at 57.5 µM; THP-1 LPS/ATP IL-1B secretion, AlphaLISA, 16 h; hits give low values; in the data active = activity change below about -50%; inconclusive = mostly about -30% to -49%; also: % is scaled to controls: 0 for no effect and ±100 for the full control effect
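Secreted IL-1B measured by AlphaLISA bead assay after 16 h compound exposure of THP-1 cells; compounds (final up to 57.5 uM) added 1 h before LPS (250 ng/mL) and ATP (1.25 mM) stimulation; lower signal means less secretion.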
MCF10A rereplic – induces DNA re-replication in MCF 10a normal breast cells | AID 624296 | MCF 10A DNA re-replication, Hoechst nuclear intensity, 48 h | 2.9% of 350,000 active | Potency, µM (series often up to 46.1 µM), inactives show at the top dose activity, positive = re-replication, most hits filed as activators; also: potency is read from the fitted curve at half-maximal effect; % of control where 0% means no effect; nearly all actives have a fitted effect of over 50% in size
HT1080-NT tox – kills 2HG-producing HT-1080-NT fibrosarcoma cells; AID 686970; 1.6% of 360,000 active; Potency, µM (highest dose often 46.1 µM), for the others: at the highest dose activity, negative = less viability, actives largely listed as cytotoxic; HT-1080-NT fibrosarcoma viability, CellTiter-Glo ATP luminescence, 48 h;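 also: NT is the 2HG producing partner of a matched IDH1 knockdown line; potency is read from the fitted curve at half-maximal effect; 0% = DMSO-treated cells and -100% = media-only wells without cells; nearly all actives have a fitted effect of over 55% in size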
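Viability by CellTiter-Glo luminescence after 48 h compound exposure at 37C of HT-1080-NT cells (750/well, RPMI, 5% FBS). % activity scaled between DMSO wells and medium-only wells, then curve-fitted and categorized by curve class.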
KB-V1 MDR tox – kills drug-selected multidrug resistant KB-V1 cells; KB-V1 MDR cells viability, CellTiter-Glo, 72 h; Potency, µM (series often up to 46.1 µM), for the others: at the highest dose activity change, negative = cytotoxicity, most hits filed as cytotoxic; 3.4% of 400,000 active; AID 1347076; also: potency is read from the fitted curve at half-maximal effect; % is scaled to controls: 0 for no effect and ±100 for the full control effect; nearly all actives have a fitted effect of over 60% in size
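In this primary screen, KB-V1 cells overexpressing P-gp are incubated with library compounds (lowest to highest concentration) for 72 h at 37 degrees C before a luminescent ATP viability read.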
S2 tox – cell viability loss in ATXN counter-screen | S2 cells (HEK-293 line with an ATXN2-luciferase reporter) viability, CellTiter-Fluor protease fluorescence, 24 h | Potency, µM (doses to about 56.7 µM), actives largely listed as cytotoxic | 0.49% of 400,000 active; also: potency is read from the fitted curve at half-maximal effect; nearly all actives have a fitted effect of over 40% in size
HT1080 IDH1KD tx – toxicity to HT-1080 IDH1 knockdown cells (counter line); HT-1080 IDH1 knockdown viability, ATP luminescence, 48 h; Potency, µM (highest dose often 46.1 µM), without a hit: at the top dose activity, negative = toxicity, actives largely listed as cytotoxic; 2% of 360,000 active; AID 686971;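 also: potency is read from the fitted curve at half-maximal effect; 0% = DMSO wells and -100% = cell-free medium wells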
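HT-1080-IDH1KD cells (IDH1 knocked down), 750/well in RPMI with 5% FBS, treated with compound 48 h at 37 degrees C. Viability by CellTiter-Glo luminescence, normalised to DMSO and no-cell wells; concentration-response curves classed.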
SW480 rereplic – inducers of DNA re-replication in SW480 colon cancer cells; SW480 DNA re-replication, Hoechst DNA content imaging, 48 h; Potency, µM (highest dose often 46.1 µM), inactives show top-dose re-replication activation, most hits filed as activators; 1.8% of 340,000 active; AID 624297; also: potency is read from the fitted curve at half-maximal effect; % of control where 0% means no effect; nearly all actives have a fitted effect of over 55% in size
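Treated cells incubate 48 hr (37 C, 5% CO2), are stained 40 min with Hoechst, and nuclear fluorescence is enumerated; a rise in nuclei with high DNA signal marks re-replication.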
* = called active by the depositor; i = inactive; ? = inconclusive; nt = no result given; & = joins results of further samples; [ ] = remark or other dose. Unless noted, calls follow the shape of the dose curve; as a rule, active = well fitted curve in the direction sought with a large enough effect; inconclusive = small, poorly fitted or top-dose-only effect, or another doubt; inactive = no such curve, though single readings can be large; an effect the other way counts as inactive or inconclusive. No enrichment for hits, and some 11% of all compounds hit somewhere here.

Every second line gives: ATXN2 expr inh, KB-3-1 tox, IL1B secr inh, MCF10A rereplic, HT1080-NT tox, KB-V1 MDR tox, S2 tox, HT1080 IDH1KD tx, SW480 rereplic
C/C(=N\NC(=O)C(N)=O)c1ccc(Br)cc1
    6.9%, 11.1%, -5.7, -0.1%, 20.0%, 13.8%, i, 18.3%, ?
C=CCNC(=S)/N=c1\sccn1C
    4.7%, -1.4%, -18.1, 7.6%, -1.8%, -2.4%, i, 0.1%, -1.3%
CCN(CC)c1ccc(S(=O)(=O)N2CCOCC2)cc1NC(=O)CSc1ccccc1
    4.1%, -13.2%, -12.7, 19.4%, -1.9%, ?, i, -13.0%, 28.3%
CC(C)(C)[C@H]1CCC(=O)N([C@H](CN=[N+]=[N-])Cc2ccccc2)CC1
    -22.6%, ?, 1.7, -2.7%, 6.3%, ?, i, 3.3%, -5.9%
CC(=O)c1ccc(N2C(=NC(=O)C3CCCCC3)SC3CS(=O)(=O)CC32)cc1 (stereo not drawn)
    -12.4%, 1.6%, -12.2, 2.7%, 2.8%, -7.4%, i, -0.9%, 10.4%
COc1ccc(C2(CO)OC(CO)C(O)C2O)cc1 (stereo not drawn)
    -4.1%, 1.1%, 29.7, 1.3%, -0.5%, 1.3%, i, -22.0%, 11.5%
CN(C)CCCNC(=S)N(CCCO)Cc1cc2cc3c(cc2[nH]c1=O)OCO3
    0.9%, 14.5%, 5.9, -3.0%, 9.2%, ?, i, 1.7%, -8.6%
CC(=O)N1CCc2c(sc(NC(=O)CN3C(=O)CCC3=O)c2C(N)=O)C1
    -3.8%, -13.1%, -8.5, 17.7%, -7.4%, -1.4%, i, 1.9%, -11.8%
COc1ccccc1NC(=O)c1ccccc1Oc1ccccc1
    -2.7%, 0.3%, 2.4, 16.4%, 7.0%, 15.3%, i, 2.2%, -8.0%
Cc1nc2ccc(NC(=O)c3cccnc3)cc2s1
    4.1%, ?, 25.9, 9.1%, 18.0%, -5.1%, i, 18.5%, 0.7%
C=CCNC(=S)NCCO
    nt, -22.0%, -0.6, -1.2%, 18.3%, -1.1%, i, 23.0%, -1.3%
O=C(Nc1nnc2n1CCS2)c1ccco1
    -8.2%, 5.3%, 6.6, 9.8%, 21.0%, 11.8%, i, 18.2%, -3.3%
CCCCc1c(-c2ccccc2Br)ncn1CCc1ccccc1OC
    ?, ?, -79.0*, nt, ?, 14.6µM*, nt, ?, nt
CC1(C)Cc2c(sc(NC(=O)c3ccc4ncsc4c3)c2C(N)=O)C(C)(C)N1
    nt, ?, -215.4*, ?, 23.1µM*, ?, i, 23.1µM*, ?
O=C(COC(=O)c1cccnc1Cl)Nc1ccc(N2CCOCC2)cc1
    nt, 1.3%, -15.2, nt, 1.8%, 9.2%, i, 7.0%, nt
CC1(N2CCCCC2)C(=O)c2ccccc2C1=O
    -2.1%, -16.3%, 0.0, ?, -16.3%, 2.2%, i, -9.9%, -13.3%
O=C(Nc1nc(-c2cccs2)cs1)c1ccc(Cl)cc1
    31.4%, ?, -5.6, ?, ?, 20.6µM*, i, ?, 0.5%
O=C(O)CCc1ccc(-c2ccccc2)n1NC(=O)c1ccco1
    -3.4%, -15.5%, 23.6, -0.5%, 0.3%, -9.0%, i, 1.2%, -2.5%
COc1ccc(CC(=O)N2CCc3cc(OC)c(OC)cc3C2C)c(OC)c1 (stereo not drawn)
    -27.4%, -6.8%, 21.6, 5.8%, 1.1%, -16.6%, i, -5.0%, 18.2%
O=C(c1ccc(F)c(S(=O)(=O)N2CCOCC2)c1)N(c1ccccc1)c1ccccn1
    -24.2%, 2.5%, 18.2, -0.1%, 13.5%, ?, i, 13.2%, -8.0%
CN(C)c1ccc(N=Nc2ccccc2Br)cc1
    -11.7%, -21.1%, 17.6, -1.6%, -10.5%, 3.5%, ?, -9.1%, -6.9%
S=C(NCCc1ccccc1)Nc1ccccc1N1CCOCC1
    -14.6%, -20.0%, -7.9, 4.8%, -15.4%, -1.5%, i, -1.8%, 1.3%
CN1CCN(S(=O)(=O)c2ccc(C(F)(F)F)cc2)C(c2ccccc2)C1 (stereo not drawn)
    nt, ?, 6.4, 1.7%, 2.9%, -1.1%, ?, 7.0%, -2.1%
COc1ccc(NC(=O)CN2C(=O)C(C)Oc3ccccc32)cc1OC (stereo not drawn)
    -29.5%, -21.8%, 30.1, -2.7%, -5.6%, -26.2%, i, -3.7%, -10.4%
COc1cccc(NC(=O)CN(C)C(=O)c2cccc(S(=O)(=O)N3CC4(C)CC3CC(C)(C)C4)c2)c1 (stereo not drawn)
    nt, -6.6%, -17.8, -3.0%, -16.6%, -8.0%, i, ?, -1.3%
NS(=O)(=O)c1ccc(CCNS(=O)(=O)c2ccccc2)cc1
    -2.4%, 0.0%, -21.1, 1.6%, -7.5%, -23.0%, i, -2.8%, 11.6%
CCOc1ccc(N(C)S(=O)(=O)c2cc(-c3cc(C)no3)ccc2C(C)C)cc1
    -11.5%, ?, 16.2, ?, 5.2%, -17.0%, i, -6.3%, ?
CCOc1ccc(NC(=O)CCNS(=O)(=O)c2cccc3nsnc23)cc1
    13.0%&2.8%, 8.6%&-3.4%, 15.0, 7.5%, 9.9%, -0.6%&-1.9%, i, -0.3%, -18.1%
Cc1nc(/N=C\c2ccc(N(C)C)cc2)sc1C
    0.4%, -2.4%, 2.1, -6.0%, 7.0%, -1.9%, i, 13.7%, 0.4%
COC(=O)CCC/C=C1/SCC(NC(=O)c2ccccc2)/C1=N/O (stereo not drawn)
    8.6%, -0.4%, -8.2, -3.0%, -4.4%, ?, i, -9.5%, ?

Some values from the results shown.
COC(=O)CCC/C=C1/SCC(NC(=O)c2ccccc2)/C1=N/O (stereo not drawn) in MCF10A rereplic is entered as -3.0%
CCOc1ccc(N(C)S(=O)(=O)c2cc(-c3cc(C)no3)ccc2C(C)C)cc1 in ATXN2 expr inh is entered as -11.5%

Next structures
Every second line gives: ATXN2 expr inh, KB-3-1 tox, IL1B secr inh, MCF10A rereplic, HT1080-NT tox, KB-V1 MDR tox, S2 tox, HT1080 IDH1KD tx, SW480 rereplic
C=C(C)Cn1c(CCNC(=O)CC)nc2ccccc21
    -11.7%, 13.3%, -5.8, -2.1%, -0.8%, ?, i, -1.9%, -4.1%
O=C(CSc1nc(O)cc(=O)[nH]1)N1c2ccccc2CCc2ccccc21
    8.1%, ?, 0.9, ?, -1.6%, -22.7%, i, 1.2%, 8.7%
CCOC(=O)c1[nH]c2ccc(F)cc2c1NC(=O)Nc1ccccc1OC
    -6.3%, -1.8%, 31.5, 5.9%, -6.7%, 0.0%, i, -27.7%, 6.4%
CC(C)OC(=O)c1cc(NC(=O)c2nn(C)cc2Br)cc(C(=O)OC(C)C)c1
    15.1%, 0.1%, 12.2, 3.8%, 14.4%, ?, i, 18.7%, -1.1%
N#Cc1ccc(NC(=O)COC(=O)C2CCC2)cc1
    nt, 14.7%, -4.4, nt, -0.4%, 14.5%, i, -0.4%, nt
CC(C)Cc1nc2c(nnn2Cc2ccccc2F)c(=O)[nH]1
    -17.6%, 15.4%, -13.4, 5.9%, 0.6%, 0.0%, i, ?, -6.2%
COc1ccc(-c2nc(Cn3c(SCc4ccc(C)cc4)nc4ccncc43)c(C)o2)cc1OC
    29.5%, -3.0%, -19.4, ?, ?, -4.8%, ?, ?, 1.3%
Cn1c(=O)n(C)c2cc(N3CCOCC3)c(NC(=O)c3ccc(C(C)(C)C)cc3)cc21
    -3.2%, 3.1%, nt, nt, nt, 0.0%, i, nt, nt
CS(=O)(=O)N(CC(=O)NCC1CCCO1)c1cc(Cl)c(Cl)cc1Cl (stereo not drawn)
    -3.7%, -0.6%, 11.6, -17.6%, 18.7%, 2.1%, i, -0.6%, -19.7%
COCC(C)NC(=O)c1cc2c(ccc3ccccc32)oc1=O (stereo not drawn)
    nt, 1.1%, 24.0, -6.1%, 16.8%, 4.9%, ?, 9.5%, -6.4%
CC(C)Cn1nc(NC(=O)c2cccs2)c2cc3ccccc3nc21
    nt, 0.0%, -0.4, ?, -4.5%, -30.9%, nt, -10.0%, 16.4µM*
O=C1C=C(c2cccs2)C[C@H](c2ccccc2)[C@H]1n1nnc([N+](=O)[O-])n1
    -28.5%, ?, -57.4*, ?, ?, ?, ?, 2.91µM*, ?
COc1ccc(C(C(=O)NC(C)(C)C)N(CCO)C(=O)CCC(=O)Nc2cc(C)on2)cc1 (stereo not drawn)
    11.7%, -2.9%, 27.8, 1.0%, -2.5%, -9.6%, i, 1.0%, -2.0%
Nc1ccc2nc(-c3ccccc3)c(-c3ccccc3)nc2c1
    0.2%, -1.2%, 30.5, 20.6µM*, -3.9%, 17.8%, nt, -1.7%, 23.1µM*
COc1ccc(CCNC(=S)Nc2ccc(C)cc2C)cc1
    -13.5%, -17.9%, 0.0, 19.6%, 1.2%, -4.7%, i, 5.2%, -3.5%
Cn1cc(Br)c(C(=O)NN2C(=O)C3C4C=CC(C5CC45)C3C2=O)n1 (stereo not drawn)
    -11.3%, -4.6%, 16.1, ?, 6.4%, 9.5%, ?, 12.3%, -35.7%[inhibitor]
O=S(=O)(c1cccc(-c2cn3cccnc3n2)c1)N1CCOCC1
    0.9%, -1.2%, 0.0, 1.9%, 8.2%, 3.9%, i, 3.8%, 1.5%
CCCc1ccccc1OCCNS(=O)(=O)c1cc2c(cc1C)OCC(=O)N2
    -17.8%, ?, -98.6*, 2.4%, ?, ?, i, ?, 2.7%
O=C(COC(=O)COc1ccc(Cl)cc1)Nc1cccnc1Cl
    nt, 0.4%, 8.9, nt, -0.2%, -7.7%, i, 3.2%, nt
